Salmonella PhoP GFP: inhibitors of PhoP regulon expression, primary screen, Salmonella Typhimurium, GFP reporter (AID 1863) | S. Typhimurium PhoP-regulated promoter GFP reporter, 4 h; higher % means a stronger effect | inhibition, % at 50 µM, or IC50 in µM where a hit was titrated | 300,000 tested, 0.16% active;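 active = inhibition over 29.93%, a cutoff 3 SD above the screen mean, later confirmed by dose response; inconclusive = inhibition over 29.93% but no dose response follow-up; inactive = inhibition at most 29.93% or unconfirmed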;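 note: 0% = low Mg2+ inducing control and 100% = high Mg2+ repressing control; strong numbers were not always called active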
RSV CPE inhibition: RSV antiviral activity via CPE protection, HEp-2 cells, primary 10 µM value included (AID 2391). HEp-2 cells, RSV-induced CPE inhibition; higher % means a stronger effect. CPE inhibition, % at 10 µM, or IC50 in µM where a hit was titrated. 310,000 tested, 0.13% active; in the data active = a potency from the dose series; inconclusive = CPE inhibition mostly from about 23% at the one dose, without a potency; inactive = the rest, 99 in 100 with CPE inhibition below about 21%; note: strong numbers were not always called active
human PMI inhibitors: human PMI inhibitors, high substrate, primary screen, biochemical, fluorescence intensity, high mannose 6-phosphate (AID 1220); Mannose-6-phosphate isomerase (Homo sapiens); recombinant PMI enzyme, coupled fluorescence intensity; higher % means a stronger effect; inhibition, % at 20 µM; hits with a dose series show IC50 in µM; 190,000 tested, 0.66% active
SV40 large T antigen: SV40 large T antigen inhibitors, biochemical (AID 1903); SV40 large T antigen ATPase/helicase inhibition assay; higher % means a stronger effect; inhibition, % at 20 µM; hits with a dose series show IC50 in µM; 310,000 tested, 0.39% active; in the data active = a potency from the dose series; inconclusive = inhibition mostly from about 32% at the one dose, without a potency; inactive = the rest, 99 in 100 with inhibition below about 32%; note: strong numbers were not always called active
West Nile antiviral: West Nile virus antiviral activity, cell-based, CPE readout (AID 1621); 290,000 tested, 0.02% active; West Nile virus-infected cells, CPE inhibition; higher % means a stronger effect; CPE inhibition, % at 10 µM, or IC50 in µM where a hit was titrated; in the data active = a potency from the dose series; inconclusive = CPE inhibition mostly from about 3.7% at the one dose, without a potency; inactive = the rest, 99 in 100 with CPE inhibition below about 2.2%; note: strong numbers were not always called active
ER stress rescue: rescue of cells from ER stress-induced death, primary screen, 384-well, CSM14.1, thapsigargin, ATP luminescence (AID 1222); one-dose cellular ATP content (survival), % at 20 µM; EC50 in µM for titrated hits; CSM14.1 thapsigargin-induced death rescue, ATP luminescence; higher % means a stronger effect; 190,000 tested, under 10 active;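 active = EC50 below 50 µM in the dose-response confirmation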;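 note: death triggered by thapsigargin at about 15 µM added after 2 h compound pretreatment; cell ATP read after overnight thapsigargin exposure of roughly 18 to 22 hours; normalized against plate controls of thapsigargin alone and 5% DMSO vehicle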
TNAP activation fold: human TNAP enzyme activators, primary screen, biochemical, luminescent, no phosphate acceptor, uHTS (AID 1001) | purified TNAP, luminescent activation assay, no phosphate acceptor; higher activation fold means a stronger effect | one-dose activation fold at 20 µM; EC50 in µM for titrated hits | 200,000 tested, 0.03% active; in the data active = activation fold from about 3, or a potency from the dose series; inactive = the rest, 99 in 100 with activation fold below about 1.6; note: many of its hits are not listed in these tables
PMI inhibitors: inhibitors of human PMI, primary screen, biochemical, fluorescence intensity, coupled assay (AID 1209); inhibition, % at 20 µM; hits with a dose series show IC50 in µM; purified PMI enzyme, coupled fluorescence intensity; higher % means a stronger effect; 190,000 tested, 0.42% active;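 note: plate controls were DMSO vehicle for no effect and wells lacking substrate for full effect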
Ins promoter up: insulin promoter activators in MIN6 cells, imaging, high-content screening, mouse beta cells. MIN6 insulin promoter-GFP reporter; stronger effect = higher value. z-score at 5 µM. 190,000 tested, 0.3% active. AID 1625, 2009;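 active = z-score above 3 at 5 µM with at least 500 cells counted in the well; inconclusive = wells under 500 cells, flagged as cytotoxic or low count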
Ins promoter up cell count: recorded beside Ins promoter up, whose call it bears; cell count; measured here: cytotoxicity, nuclei count;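 total cells summed across four imaged fields per well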
The depositor's hits bear a star; ? = inconclusive; / = no result given. Cut-off read from the data, not from the text of the source, unless noted: active = inhibition above about 50%; inactive = the rest.

SMILES	Salmonella PhoP GFP	RSV CPE inhibition	human PMI inhibitors	SV40 large T antigen	West Nile antiviral	ER stress rescue	TNAP activation fold	PMI inhibitors	Ins promoter up	Ins promoter up cell count
Cc1ccc(CC2CC(=O)N(c3nc(C)cc(C)n3)C2=O)cc1 (stereo not given)	-7%	3.3%	-8%	23%	0.2%	-0.8%	1.1	-4%	0.65	1526
CCOC(=O)C(=O)Nc1cc(C)on1	0%	1.3%	6%	2%	0.2%	0.2%	1.1	11%	0.2	1538
COc1ccccc1NC(=O)N1CCCC1C(=O)NCc1ccccc1 (stereo not given)	6%	1.8%	-1%	18%	0.3%	-2.6%	1	-9%	0.18	1581
CC(C)(CC(=O)O)CC(=O)Nc1ccc(Cl)c(Cl)c1	0%	/	/	13%	0.4%	/	/	/	-0.11	1111
Cc1ccc(NC(=O)CN2CCOCC2)cc1Cl	1%	1.1%	/	7%	-0.9%	/	/	/	/	/
CCc1ccc(NC(=O)COC(=O)c2cccs2)cc1	6%	-0.7%	/	-1%	0.2%	/	/	/	/	/
CCS(=O)(=O)Nc1cc2c3c(c1)CCC(=O)N3CCC2	5%	2.0%	/	8%	1.0%	/	/	/	/	/
CCn1cc(/C=C(\NC(=O)c2ccc(OC)c(OC)c2)C(=O)NCCCO)c2ccccc21	-5%	4.2%	0%	-3%	-0.4%	-0.9%	1.2	-5%	-1.6	1220
CCOC(=O)C1CCCN(C2CC(=O)N(c3ccc(C)cc3)C2=O)C1 (stereo not given)	10%	1.7%	-2%	-7%	0.4%	-0.1%	1.1	-6%	-0.22	1037
O=C(Nc1ncccn1)c1ccc([N+](=O)[O-])o1	5%	-0.4%	0%	15%	-0.3%	/	1	-7%	-0.29	1206
CCn1ncc(C2=NOC(C(=O)Nc3cc(OC)c(Cl)cc3OC)C2)c1C (stereo not given)	-5%	0.2%	-2%	0%	-0.4%	3.2%	1.1	10%	-0.5	1113
Cc1ccc(-n2nc3c(c2NC(=O)/C=C\c2ccc4c(c2)OCO4)CSC3)cc1	16%	1.2%	14%	4%	/	5.8%	1	9%	0.94	1271
COc1cc(-c2nc(-c3ccccn3)no2)cc(OC)c1OC	3%	-0.2%	9%	6%	0.3%	0.7%	1.1	4%	0.56	1254
Cc1ccc(C(=O)O/N=C(\N)c2ccccn2)cc1C	-1%	0.1%	/	0%	-1.4%	/	/	/	/	/
COc1ccc(NC(=O)c2sc(NC(=O)COc3ccccc3)nc2C)cc1	-4%	1.0%	10%	10%	0.7%	-1.2%	1	12%	/	/
CCn1c(CNC(=O)c2cccnc2)cc2ccccc21	5%	5.7%	/	10%	-1.0%	/	/	/	/	/
CCCC(CCC(=O)Nc1ccc(C(=O)OCC)cc1)C(=O)O (stereo not given)	-6%	0.2%	-11%	-3%	0.1%	0.2%	1.1	-13%	-0.12	1217
CCCOc1cccc(C2C(C(=O)c3ccc(C)o3)=C(O)C(=O)N2c2nc(C)c(C(C)=O)s2)c1 (stereo not given)	0%	22%	/	9%	-0.3%	/	/	/	/	/
Cc1cccc(NC(=S)NNC(=O)COc2ccc(Cl)cc2Cl)c1	-9%	?	-5%	12%	0.4%	-1.2%	1.4	-6%	-0.02	1416
CCC(C)(C)n1nnnc1C(c1cc2cccc(C)c2[nH]c1=O)N1CCCC1 (stereo not given)	-7%	0.4%	-71%	21%	0.0%	-3.3%	1.2	-20%	-0.4	1936
O=C(CCCOc1ccc(Cl)cc1Cl)NCc1ccccn1	-1%	1.3%	-11%	10%	-0.3%	-1.8%	1	-16%	0.29	1327
O=C(Cn1c(O)c(/C=C2\C=Nc3ccc(Br)cc32)sc1=O)N1CCCC1	-5%	0.7%	-5%	2%	/	-1.6%	1	-4%	0.05	816
Cc1cc(C(F)F)n2nc(C(=O)Nc3ccc(S(=O)(=O)NC45CC6CC(CC(C6)C4)C5)cc3)nc2n1	7%	-1.8%	6%	0%	-1.0%	-1.2%	1	14%	0.41	802
C=COc1ccc(N2C(=O)c3ccccc3OC2C)cc1 (stereo not given)	2%	0.0%	/	2%	-1.0%	/	/	/	/	/
COc1ccc(S(=O)(=O)NCCc2c[nH]c3ccc(Cl)cc23)cc1	7%	2.9%	/	5%	-0.9%	/	/	/	/	/

Taken from above.
`O=C(CCCOc1ccc(Cl)cc1Cl)NCc1ccccn1` | RSV CPE inhibition = 1.3%
`Cc1cc(C(F)F)n2nc(C(=O)Nc3ccc(S(=O)(=O)NC45CC6CC(CC(C6)C4)C5)cc3)nc2n1` | Ins promoter up = 0.41
`COc1ccc(NC(=O)c2sc(NC(=O)COc3ccccc3)nc2C)cc1` | SV40 large T antigen = 10%
`C=COc1ccc(N2C(=O)c3ccccc3OC2C)cc1` (stereo not given) | Salmonella PhoP GFP = 2%
`CCc1ccc(NC(=O)COC(=O)c2cccs2)cc1` | West Nile antiviral = 0.2%

The main list resumes, repeating the 2 entries before the break.
SMILES	Salmonella PhoP GFP	RSV CPE inhibition	human PMI inhibitors	SV40 large T antigen	West Nile antiviral	ER stress rescue	TNAP activation fold	PMI inhibitors	Ins promoter up	Ins promoter up cell count
C=COc1ccc(N2C(=O)c3ccccc3OC2C)cc1 (stereo not given)	2%	0.0%	/	2%	-1.0%	/	/	/	/	/
COc1ccc(S(=O)(=O)NCCc2c[nH]c3ccc(Cl)cc23)cc1	7%	2.9%	/	5%	-0.9%	/	/	/	/	/
COc1ccc(S(=O)(=O)Oc2ccc3ccccc3c2)cc1	-13%	1.3%	13%	7%	0.0%	3.5%	1.1	7%	0.36	1342
COc1ccc(C(=O)NC(C)c2cnn(-c3ccccn3)c2C)o1 (stereo not given)	-9%	1.6%	/	24%	-0.5%	/	/	/	/	/
CCCCCSc1nc2c(c(=O)[nH]c(=O)n2C)n1CCc1ccccc1	/	2.7%	23%	8%	-0.3%	-1.5%	1.4	4%	-0.48	1751
COC(=O)COc1nc(C)c2c(c1C#N)CC(C)(C)OC2	-9%	-0.1%	-7%	6%	0.1%	2.3%	1.1	-1%	0.12	1004
CCN1C(=O)/C(=C\N(C)C)S/C1=N\S(=O)(=O)c1ccccc1	-2%	1.7%	8%	8%	-0.4%	-0.8%	1.1	9%	-0.1	1575
CCOc1ccc(S(=O)(=O)NC2CC2)cc1C(N)=O	2%	2.3%	-8%	10%	-0.3%	0.8%	1	-6%	0.94	1271
O=C(CCc1ccccc1)NNC(=O)Nc1ccc(F)c(Cl)c1	8%	1.5%	/	8%	-0.1%	/	/	/	/	/
CCc1nc2sc3c(O)cc(=O)[nH]c3c2cc1C	2%	1.2%	-5%	3%	-0.3%	-1.5%	1.1	-18%	/	/
O=C(O)CCN1C(=O)C2CCCCC2C1=O (stereo not given)	4%	0.6%	-5%	-1%	0.2%	-0.4%	1.1	-2%	0.66	989
O=C(Nc1ccc(N2CCOCC2)cc1N1CCOCC1)c1cccs1	-7%	0.3%	2%	20%	-0.3%	-1.0%	1.2	7%	1.2	824
Cc1cccc(CCNC(=O)c2cc(=O)[nH]c3ccc(Br)cc23)c1	-9%	1.5%	17%	-23%	-0.4%	1.9%	1	14%	0.31	1436
CC(C)c1ccc(/C=N/n2cnnc2)cc1	1%	16%	/	0%	0.0%	/	/	/	-0.09	1139
O=S(=O)(Nc1c(F)cccc1F)c1ccc2c(c1)OCCO2	1%	0.9%	/	7%	0.0%	/	/	/	/	/
O=C(NN1C(=O)C2C(C1=O)C1C=CC2C12CC2)c1ccncc1 (stereo not given)	0%	2.3%	11%	28%	0.1%	-1.9%	1.1	7%	1.1	1258
CCCN(CC(=O)Nc1ccccc1Br)CC(=O)Nc1ccc(F)c(F)c1F	-3%	1.0%	8%	1%	-0.9%	-2.1%	1.4	15%	1.5	1529
CCCC(=O)N(CCN1CCOCC1)c1nc2ccc(OCC)cc2s1	-3%	-0.5%	/	9%	-0.1%	/	/	/	/	/
O=C(O)c1cc(-c2c[nH]c3ccccc23)nc2ccc3ccccc3c12	0%	4.7%	16%	11%	-0.5%	0.1%	1.1	0%	-0.38	1583
c1ccc(N2CCN(C3CCSC3)CC2)cc1 (stereo not given)	8%	1.8%	-14%	1%	0.0%	5.1%	1.1	-1%	0.69	1051
COCCSc1nnc(NC(=O)Cc2ccc(OC)cc2)s1	1%	3.6%	11%	3%	-0.1%	-0.6%	1	7%	0.65	1659
O=C(CSc1nnc(NC(=O)c2ccco2)s1)Nc1ccccc1	-11%	7.5%	-3%	6%	0.9%	-18%	1.1	-14%	0.47	1330
Cc1cccc(Nc2nc(N3CCOCC3)nc(N3CCOCC3)n2)c1	-2%	16%	/	14%	3.0%	/	/	/	/	/
CCCC1(CCC)NC(=O)N(CC(=O)N2CCN(C(=O)c3ccco3)CC2)C1=O	-7%	1.9%	1%	5%	0.0%	-3.7%	1.1	-1%	0.21	872
O=C(NCc1ccccc1C(F)(F)F)C1CC(c2cc(C(F)(F)F)cc(C(F)(F)F)c2)=NO1 (stereo not given)	-6%	2.2%	/	-1%	-0.5%	/	/	/	0.41	862
CC(=O)c1ccc(OCC(O)CN2CCOCC2)cc1 (stereo not given)	8%	-0.6%	-8%	1%	0.1%	-1.4%	1.1	-5%	-0.7	1015
COCCOC(=O)c1c(NC(=O)CNCc2ccco2)sc(C(N)=O)c1C	6%	0.9%	14%	11%	-0.7%	-0.1%	1.2	2%	0.02	1074
SMILES	Salmonella PhoP GFP	RSV CPE inhibition	human PMI inhibitors	SV40 large T antigen	West Nile antiviral	ER stress rescue	TNAP activation fold	PMI inhibitors	Ins promoter up	Ins promoter up cell count
CC(=O)c1cn(CC(=O)NCc2cccnc2)c2ccccc12	-8%	2.9%	-6%	-1%	0.2%	-0.1%	1.1	-1%	0.56	1302
O=C(CCC(=O)OCC(=O)c1ccc(Br)cc1)Nc1cccc2cccnc12	3%	0.7%	-1%	-5%	0.3%	2.0%	1.1	1%	1.4	1623
CC(=O)NC1=NN(C(C)=O)C(C)(CC(=O)OC(C)(C)C)S1 (stereo not given)	8%	2.2%	6%	24%	0.6%	0.3%	1.1	13%	-0.67	1459
COC(=O)c1ccc(N2CCN(CCNC(=O)Nc3ccc(OC)cc3)CC2)cc1	-3%	3.0%	/	15%	-0.6%	/	/	/	/	/
CC(=O)N/C(=C\c1ccc(C)cc1)C(=O)O	-3%	-0.1%	5%	5%	0.2%	6.6%	1	-12%	/	/
Cc1ccc(Nc2c(-c3ccc(N4CCOCC4)cc3)nc3ncccn23)cc1C	-2%	4.2%	11%	6%	/	-5.2%	1	8%	-1.1	1105
Cc1cc(C)nc(N2N=C(C(F)(F)F)CC2=O)n1	-3%	0.7%	/	8%	0.2%	/	/	/	0.37	1115
CC1CCc2sc(C(=O)N(C)CC(=O)Nc3cccc(F)c3)cc2C1 (stereo not given)	2%	5.3%	/	17%	-0.5%	/	/	/	/	/
